# Source: PubChem BioAssay
# Tau fibril ThT – qHTS for Inhibitors of Tau Fibril Formation, Thioflavin T Binding; 270,000 compounds, 2.1% hits; Potency, µM (highest dose often 57.4 µM), without a hit: top-dose activity, negative = inhibition, hits mostly inhibitors; recombinant tau K18 P301L, heparin-induced fibrillization, ThT fluorescence; AID 1460, 2008; Microtubule-associated protein tau (Homo sapiens), P10636; also: % is scaled to controls: 0 for no effect and ±100 for the full control effect; nearly all actives have a fitted effect of over 55% in size
# Target sequence (P10636 561-689 P618L limits assumed): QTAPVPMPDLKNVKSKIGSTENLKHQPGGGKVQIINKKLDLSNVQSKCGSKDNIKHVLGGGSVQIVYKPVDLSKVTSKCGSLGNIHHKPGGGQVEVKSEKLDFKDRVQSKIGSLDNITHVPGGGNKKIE
#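 Fibril formation assay: tau K18 P301L at 15 uM with trace Alexa 594 label, heparin inducer 20 uM, pH 7 sodium acetate buffer, 37 C for 6 hr; endpoint ThT signal.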
# Tau fluor cs – Counterscreen qHTS for Inhibitors of Tau Fibril Formation, Fluorescence Polarization | 280,000 compounds, 0.93% hits | tau K18 P301L Alexa594 fluorescence, heparin fibrillization | AID 1463, 2008 | Potency, µM (series often up to 57.7 µM), without a hit: at the top dose activity change, negative = decrease; also: % is scaled to controls: 0 for no effect and ±100 for the full control effect; nearly all actives have a fitted effect of over 55% in size
#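 Human tau K18 P301L (15 uM unlabeled, 0.24 uM Alexa 594-labeled) in 100 mM sodium acetate pH 7 with 20 uM heparin, 6 hr at 37 C. ThT 30 uM added, 1 hr ambient; Alexa 594 FP and total fluorescence read at 555/632 nm.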
# KDM4E inh – qHTS Assay for Inhibitors of Human Jumonji Domain Containing 2E (JMJD2E); Lysine-specific demethylase 4E (Homo sapiens), B2RXH2; JMJD2E catalytic domain, FDH-coupled NADH fluorescence (FDH is formaldehyde dehydrogenase); Potency, µM (top dose mostly 57.1 µM), inactives show at the highest dose activity change, negative = inhibition, hits mostly inhibitors; 230,000 compounds, 1.6% hits; active = well fitted inhibition curve with a large enough effect, not every such curve was filed as active; inconclusive = small, poorly fitted or top-dose-only effect, or another doubt; inactive = no such curve, though single readings can be large or run the other way;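 also: 0% = wells with enzyme and -100% = buffer wells without enzyme; nearly all actives have a fitted effect of over 50% in size; many of its hits are not listed in these tables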
# Target sequence (B2RXH2 1-337 limits assumed): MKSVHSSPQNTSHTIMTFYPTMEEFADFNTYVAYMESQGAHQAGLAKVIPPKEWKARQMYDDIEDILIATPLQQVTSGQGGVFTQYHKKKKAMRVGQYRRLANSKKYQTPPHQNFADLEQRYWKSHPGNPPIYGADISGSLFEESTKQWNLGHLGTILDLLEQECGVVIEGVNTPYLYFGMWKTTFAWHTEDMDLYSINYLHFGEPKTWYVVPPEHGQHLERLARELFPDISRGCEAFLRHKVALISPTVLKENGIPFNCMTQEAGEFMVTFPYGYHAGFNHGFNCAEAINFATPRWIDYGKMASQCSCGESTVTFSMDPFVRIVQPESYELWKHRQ
# Tau fibril FP – qHTS for Inhibitors of Tau Fibril Formation, Fluorescence Polarization; K18 P301L tau heparin fibrillization, Alexa594 FP, 6 h; Potency, µM (titrated, usually from 57.7 µM), for the others: top-dose activity, negative = inhibition, hits mostly inhibitors; 280,000 compounds, 0.39% hits; AID 1468, 2008; also: % is scaled to controls: 0 for no effect and ±100 for the full control effect; nearly all actives have a fitted effect of over 55% in size
#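 Recombinant K18 P301L […], labeled with Alexa 594 at 0.24 uM over 15 uM unlabeled; heparin inducer 20 uM final; 37 C, 6 hr; FP endpoint.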
# SMN2 splice enh – qHTS Assay for Enhancers of SMN2 Splice Variant Expression; HEK293 SMN2-luciferase splicing reporter, luminescence, 30-36 h; Potency, µM (series often up to 46.1 µM), inactives show at the top dose activity change, positive = activation, actives largely listed as activators; 210,000 compounds, 2.8% hits; AID 1458, 2008; also: % of control where 0% means no effect; nearly all actives have a fitted effect of over 55% in size
#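 HEK293 cells carry an SMN2 […]–luciferase reporter in which exon 7 inclusion puts luciferase in frame. Cells were plated 10-12 h before compound addition, then incubated 30-36 h at 37C. ONE-Glo luminescence was read; sodium butyrate at 4.5 mM final served as control.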
# HTT aggregate – qHTS Multiplex Assay to Identify Dual Action Probes in a Cell Model of Huntington: Aggregate Formation (GFP) | PC12 HttQ103-GFP aggregates, Acumen cytometry, 40 h | Potency, µM (highest dose often 46.1 µM), for inactives: at the top dose activity change, negative = inhibition, hits mostly inhibitors | 220,000 compounds, 1.1% hits | AID 1688, 2009; also: % is scaled to controls: 0 for no effect and ±100 for the full control effect; nearly all actives have a fitted effect of over 60% in size
#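 Ecdysone-promoter PC12 model expressing HTT exon 1 Q103 fused to GFP, induced by tebufenozide at 100 nM final. Compounds titrated; aggregates sized 1–25 µm scored on a 488 nm laser cytometer.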
# HTT ATP protect – qHTS Multiplex Assay to Identify Dual Action Probes in a Cell Model of Huntington: Cytoprotection (ATP); PC12 HTT-Q103 induced, cytoprotection, ATP luminescence, 40 h; Potency, µM (titrated, usually from 56.4 µM), for inactives: cytoprotection (ATP increase), actives largely listed as activators; 230,000 compounds, 0.14% hits; AID 1471, 2008;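 also: % of control where 0% means no effect; nearly all actives have a fitted effect of over 45% in size; toxic huntingtin expression switched on by the ecdysone agonist tebufenozide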
#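 PC12 cells stably carrying ecdysone-inducible Htt exon 1 (Q103)–GFP were induced with 100 nM tebufenozide (final) alongside library compounds in a dose series. Cytoprotection was scored as retained ATP by ATPlite luminescence.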
# ALDH1A1 block – qHTS Assay for Inhibitors of Aldehyde Dehydrogenase 1 (ALDH1A1). Purified ALDH1A1, NADH fluorescence, propionaldehyde substrate. Potency, µM (top dose mostly 75.3 µM), inactives show top-dose activity, negative = inhibition, hits mostly inhibitors. 220,000 compounds, 7.3% hits. Aldehyde dehydrogenase 1A1 (Homo sapiens), P00352; active = well fitted inhibition curve with a large enough effect, not every such curve was filed as active; inconclusive = small, poorly fitted or top-dose-only effect, or another doubt; inactive = no such curve, though single readings can be large or run the other way;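 also: plate controls were no enzyme wells and a reference inhibitor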
# Target sequence (P00352 whole entry, looked up): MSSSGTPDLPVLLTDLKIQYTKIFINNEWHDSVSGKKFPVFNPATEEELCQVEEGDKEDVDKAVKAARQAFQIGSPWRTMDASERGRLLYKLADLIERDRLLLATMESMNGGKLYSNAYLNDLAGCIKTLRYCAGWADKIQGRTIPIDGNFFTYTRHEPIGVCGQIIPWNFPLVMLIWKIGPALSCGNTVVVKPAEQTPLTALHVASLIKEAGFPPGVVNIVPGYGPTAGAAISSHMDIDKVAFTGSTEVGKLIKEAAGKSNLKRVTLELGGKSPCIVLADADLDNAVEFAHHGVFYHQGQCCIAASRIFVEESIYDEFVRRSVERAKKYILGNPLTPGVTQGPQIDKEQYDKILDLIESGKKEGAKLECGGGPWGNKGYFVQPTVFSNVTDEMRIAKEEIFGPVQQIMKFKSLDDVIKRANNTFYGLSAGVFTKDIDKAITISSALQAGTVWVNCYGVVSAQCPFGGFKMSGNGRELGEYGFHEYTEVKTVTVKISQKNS
# * hit, by the source's call; ? = inconclusive; / = no result given; & = joins results of further samples; ! = repeats disagree; [ ] = dose if it differs, or a comment. Unless noted, calls follow the shape of the dose curve; as a rule, active = well fitted curve in the direction sought with a large enough effect; inconclusive = small, poorly fitted or top-dose-only effect, or another doubt; inactive = no such curve, though single readings can be large; an effect the other way counts as inactive or inconclusive. Potency is read from the fitted curve at half-maximal effect. Only part of the results is shown. The share of hits here may be higher or lower than overall.
structure,Tau fibril ThT,Tau fluor cs,KDM4E inh,Tau fibril FP,SMN2 splice enh,HTT aggregate,HTT ATP protect,ALDH1A1 block
COc1ccc(S(=O)(=O)N2CCCOC2CNC(=O)C(=O)NCc2ccco2)cc1 (stereo unspecified),-11%,-4%,-1%,9%,13%,3%,31%[10 µM],?
COc1ccc(N(CC(=O)O)S(=O)(=O)c2ccc(OC)c(OC)c2)cc1,-6%,-5%,1%,2%,6%,29%,12%,-7%
COc1ccc(-n2cc3c(-c4cccc(Br)c4)nnc(C)c3n2)cc1,0%,-7%,-19%,9%,37%,6%,-2%[10 µM],-7%
C=CCn1c(Cc2cccs2)nnc1SC/C=C/c1ccccc1,-14%,-6%,-1%,0%,3%,-29%,15%,-11%
COc1ccc(-n2c(C)cc(-c3csc(NC(=O)c4ccc(S(=O)(=O)N(C)C)cc4)n3)c2C)cc1,?,-27%,-24%,5%,-65%[inhibitor],11%,10%[10 µM],2.2µM*
O=C(NCc1ccccc1)N1CCC(CO)(Cc2cccc(F)c2)CC1,-7%,-13%,9%,-7%,/,17%[9.22 µM],-8%[10 µM],/
O=C(/C=C/c1ccccc1[N+](=O)[O-])N1CCN(C(=O)c2ccco2)CC1,4%,1%,3%,-3%,7%,30%,?,-12%
Cc1cccc(C(=O)N/N=C/c2ccccn2)c1,-6%,1%,-11%,-1%,2µM*,?,6%[10 µM],14%
CC(=O)Nc1ccc(S(=O)(=O)NCC(=O)OCC(=O)N2CCCc3ccccc32)cc1,6%,2%,-5%,-7%,7%,2%,-26%[10 µM],-8%
COc1cccc(CN2CCC(C(=O)N3CCN(c4ccccc4F)CC3)CC2)c1OC,-1%,2%,-29%,7%,-9%,-12%,/,-5%
O=C(NCCCc1ccccc1)c1cnc2n(c1=O)CCS2,-3%,-11%,-2%,-8%,18µM*,?,/,-13%
O=C(Cc1ccccc1)Nc1ccc(NC(=O)c2cccs2)cc1Cl,10%,-9%,10%,?,/,-12%[9.22 µM],7%[10 µM],-9%
CSC(=S)N/N=C/c1ccccc1,-16%,-22%,-2%,-5%,3%,13%,7%[10 µM],?
Cc1cc(=O)[nH]c(SCC(=O)Nc2ccc(S(N)(=O)=O)cc2)n1,-14%,-9%,5%,-9%,-12%,-9%,-38%[inhibitor],?
COC(=O)c1cc(Br)ccc1OC(=O)c1cccnc1,-19%,-9%,5%,0%,-15%,-2%,12%,8%
O=C1N2CN(C(c3ccccc3)c3ccccc3)CN=C2SC1(CO)CO,-16%,-16%,47%[activator],?,5%,-2%,-21%,-6%
CC(=O)NC1C(=O)N(CCc2ccccc2)c2ccccc21 (stereo unspecified),3%,8%,?,0%,-1%,14%,-10%[10 µM],?
COc1ccc(/C=N/Nc2nc(-c3cccnc3)nc3ccccc23)c(OC)c1,?,?,?,14%,/,11%[9.22 µM],8%[10 µM],-6%
O=C(COc1ccccc1Cl)NNC(=O)C1CCCO1 (stereo unspecified),1%,-2%,8%,?,-7%,-6%,16%[10 µM],4%
CCN(CC)CCN(C(=O)c1cccc(N2C(=O)CCC2=O)c1)c1nc2cc3c(cc2s1)OCO3,-2%,-5%,-6%,-3%,-5%,4%,-24%,4%
COc1ccc([N+](=O)[O-])cc1/C=N/Nc1nc(N2CCCCC2)nc(N2CCCCC2)n1,-3%,-24%,-6%,-7%,-42%,-10%,-15%,8%
CCOC(=O)/C(=C/c1ccco1)NC(=O)c1ccc(Br)o1,-13%,-10%,6%,3%,-2%,23%,?,?
CCOC(=O)C(O)(CC(=O)Nc1ccc(Cl)cc1Cl)C(F)(F)F (stereo unspecified),-4%,3%,0%,3%,10%,5%,-8%[10 µM],3%
Cc1cn2c(=O)cc(COc3cccc(NC(=O)c4ccccc4C)c3)nc2s1,4%,-4%,/,-2%,-4%,/,/,/
Cc1sc2nc3n(c(=O)c2c1C)CCCS3,-17%,-4%,6%,5%,/,-16%,-5%,?
Cn1c(=O)oc2cc(S(=O)(=O)NCc3ccccc3)ccc21,-9%,-11%,-1%,-1%,1%,-4%[9.22 µM],22%,5%
CCN(CC)CCOC(=O)C1(c2ccc([N+](=O)[O-])cc2)CCCC1,5%&-12%,3%&-6%,-4%,-8%&3%,-12%,/,0.32µM*!,-6%
O=C(Nc1ccc(NC(=O)c2cccs2)cc1)c1cccc(Br)c1,-10%,-5%,/,-8%,-2%,/,/,/
COc1ccc(C2=NN(C(=O)c3cccs3)C(c3ccccc3OC)C2)cc1OC (stereo unspecified),-11%,-11%,?,0%,19%,-22%,-76%,?
CCC(=O)Nc1ccc2c(c1)nc(CN1CCCCC1)n2C,-1%,-5%,?,-10%,/,18%[9.22 µM],9%[10 µM],2%
O=S(=O)(Nc1ccc(F)cc1F)c1ccc(Br)s1,-5%,-13%,/,-4%,1%,/,/,/
Cc1nn2c(-c3ccc(Cl)cc3Cl)nnc2s1,-15%,-9%,3%,-5%,4%,3%,-17%[0.074 µM],?
COc1cc(C2c3c(oc4ccccc4c3=O)C(=O)N2c2nc(C)c(C)s2)ccc1O (stereo unspecified),?,?,/,?,-4%,/,/,/
CC(=O)Oc1ccc(C(=O)Nc2cc(NC(=O)c3ccc(OC(C)=O)cc3)cc(C(=O)NC(C)(C)C)c2)cc1,?,?,-12%,?,-10%,27%,/,-2%
CC1CCCN(C(C(=O)Nc2ccc3c(c2)OCO3)c2ccccc2)C1 (stereo unspecified),-3%,-7%,-7%,0%,-2%,-1%,-5%,?
CCCNC(=O)C1CCN(S(=O)(=O)c2ccc(-c3nn[nH]n3)cc2)CC1,-5%,4%,-23%,4%,3%,-3%,-15%,13%
Cc1ccc(-c2nc3n(n2)Cc2ccccc2-3)cc1,?,-3%,-9%,7%,1.3µM*,-7%,-59%[inhibitor][10 µM],-5%
Cc1ccc(NC(=O)Cn2c(=O)n(CCc3ccccc3)c(=O)c3sc4ccccc4c32)cc1C,13%,-9%,/,?,16%,/,/,/
COc1ccc2c(c1)c1c(c(=O)n(-c3cccc(C)c3)c(=O)n1CC(=O)NCCC1=CCCCC1)n2C,-6%,-21%,/,-7%,9%,/,/,/
O=C(CN1C(=O)c2ccccc2S1(=O)=O)Nc1cccnc1,-5%,-1%,0%,1%,-42%[inhibitor],0%,10%[1.9 µM],-2%
COc1ccc(-c2cc3nccc(-c4cc(Cl)c(C)cc4O)n3n2)cc1,-1%,-26%,/,?,9%,/,/,/
COc1ccc(NC(=O)Cc2c(SC)c3ccccc3n2Cc2ccccc2)cc1,-8%,-30%,-3%,1%,-48%,13%,-5%[10 µM],0%
CO/N=C/c1ccc(Oc2ccc(C)cc2)c([N+](=O)[O-])c1,-16%,-16%,1%,-7%,-34%[inhibitor],-7%,-5%[10 µM],?
O=C(O)c1nn(CC(=O)N2CCN(S(=O)(=O)c3ccc(Cl)cc3)CC2)c(=O)c2ccccc12,4%,3%,5%,-12%,/,4%[9.22 µM],7%[10 µM],/
COc1ccc(C2=CC(=O)CC(c3ccc(OC)cc3)C2)cc1 (stereo unspecified),-13%,-13%,-3%,-8%,?,-26%,-52%[inhibitor],?
O=c1cc(CN2CCN(c3ccc(O)cc3)CC2)nc2scc(-c3ccccc3)n12,-12%,-7%,?,6%,-31%[inhibitor],3%,/,14µM*
Cc1ccc(C)c(C(=O)CSc2nc3ccccc3c(=O)[nH]2)c1,0%,-1%,-3%,-1%,-8%,0%[9.22 µM],22%[10 µM],1%
O=C(Nc1ccc(Oc2ccccc2)cc1)C1CCN(S(=O)(=O)c2ccc(Cl)cc2)CC1,-6%,-21%,/,?,-11%,/,/,/
CCOc1cc(NS(=O)(=O)c2ccc(NC(C)=O)cc2)c(OCC)cc1NC(=O)C(C)C,4%,-8%,10%,10%,-13%,12%,1%,3%
O=c1c(Cc2ccccc2)c(O)ccn1Cc1ccc2c(c1)OCO2,6%,4%,11%,-2%,0%,-2%,-52%[inhibitor],2.2µM*
COc1ccc(/C=C(\C#N)C(=O)OCC(=O)NCc2ccc(Cl)cc2)cc1,-1%,0%,?,-12%,1%,-2%,/,?
CCc1ccc2nc(NC(=O)c3ccc(N4C(=O)CCC4=O)cc3)sc2c1,-4%,-5%,?,-6%,/,-23%[9.22 µM],3%[10 µM],/
COc1ncnc2c1oc1nc(C)c3c(c12)CC(C)(C)OC3,-1%,3%,-8%,-2%,/,-3%[9.22 µM],4%[10 µM],?
CCc1ccccc1N(C(C)=O)c1nc(CN=C=S)cs1,-18%,3%,7%,-8%,5%,-13%,4%,-6%
CCCCC[n+]1ccn(C2=C([O-])c3ccccc3C(=O)/C2=N\S(=O)(=O)c2ccccc2)c1,?,-24%,-15%,-4%,/,?,-99%[inhibitor],5µM*
CCN1C(=O)C(c2ccc(O)cc2)(c2ccc(O)cc2)c2ccccc21,2%,-16%,3%,-5%,-1%,26%,-11%,-7%
CCOc1ccccc1-n1c(N)c(C(N)=O)sc1=S,0%,-7%,-2%,-2%,-8%,10%,-8%,?
CCOC(=O)c1nc(NCCc2ccccc2)sc1C,?,-19%,-2%,5%,?,-15%,-39%[inhibitor],?
O=C(Nc1ccccc1C(F)(F)F)N1CCC2(CC1)Oc1ccccc1C(=O)N2Cc1ccccc1F,8%,0%,/,-12%,-2%,/,/,/
O=C1CN(C(=O)Cc2ccc(F)cc2)C(c2ccccc2)c2cc(Cl)ccc2N1 (stereo unspecified),-12%,-11%,/,0%,-43%,/,/,/
